Rac1 GTP hydrolysis: MgcRacGAP GTPase-activating activity inhibitors, confirmation, biochemical, ADP Hunter fluorescence; MgcRacGAP-stimulated Rac1 GTP hydrolysis, ADP Hunter fluorescence; higher % means a stronger effect; GST-tagged Rac1 F28L mutant substrate; actives 0.6% (n = 340,000); one-dose inhibition, % at 30 µM; IC50 in µM for titrated hits;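 active = first-screen hits whose inhibition reached a set limit at any dose in the follow-up dose series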;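 note: fluorescence reports GDP produced by GAP-driven GTP hydrolysis; strong numbers were not always called active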
Large T inhibition: SV40 large T antigen inhibitors, biochemical (AID 1903); SV40 large T antigen ATPase/helicase inhibition assay; higher % means a stronger effect; inhibition, % at 20 µM, or IC50 in µM where a hit was titrated; actives 0.39% (n = 310,000); in the data active = a potency from the dose series; note: strong numbers were not always called active
GPR55 antagonists: GPR55 antagonists blocking LPI-driven arrestin recruitment, primary screen, imaging, U2OS, beta-arrestin-GFP, LPI agonist (AID 2013) | actives 0.13% (n = 290,000) | inhibition, % at 10 µM; hits with a dose series show IC50 in µM | U2OS GPR55 beta-arrestin-GFP translocation imaging, LPI antagonism; higher % means a stronger effect;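 active = spots per cell inhibited over 60%, with over 100 cells counted and total cytoplasm intensity under 500,000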;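 note: U2OS cells stably carrying GPR55 and arrestin-GFP stimulated by 5 µM LPI near EC80; imaged beta-arrestin-GFP aggregate spots per cell after agonist stimulation; plate controls were LPI-stimulated DMSO wells for no effect and DMSO wells without LPI for full effect; some results filed as inactive read as strong as hits; confirmed hits need IC50 under 10 µM and bright autofluorescent wells are also inconclusive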
GPR55 beta-arrestin: selective activators of receptor GPR55 – imaging, U2OS cells, beta-arrestin-GFP redistribution, primary screen (AID 1961) | one-dose activation, % at 10 µM; EC50 in µM for titrated hits | U2OS GPR55 beta-arrestin-GFP redistribution imaging; higher % means a stronger effect | actives 0.048% (n = 290,000);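 active = activation above 40% with more than 50 cells counted in the well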;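 note: U2OS osteosarcoma cells stably expressing GPR55 and beta-arrestin-GFP; plate controls were DMSO negative control for no effect and LPI positive control for full effect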
Lipid droplet: hepatic lipid droplet formation modulation. AML12 mouse hepatocytes, oleate lipid droplets, BODIPY imaging. inhibition, % at 6.5 µM. actives 0.4% (n = 240,000);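 active = lipid droplet intensity inhibited by at least 50%, with more than 500 cells counted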
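Material: mouse AML12 hepatocyte cell line, fixed after treatment; Timing: compound with oleate, overnight; Technique: high-content imaging of BODIPY-stained droplets and DAPI nuclei; Probe or stimulus: oleate, 100 µM final; Dosing: compound at 6.5 µM only.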
NTR1 ag: agonists of NTR1, primary screen, imaging, U2OS cells, beta-arrestin-GFP, high content (AID 493036) | P30989 | NTR1-U2OS beta-arrestin-GFP spot imaging, agonist mode | activation, % at 20 µM | actives 0.17% (n = 330,000);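 active = activation at or above 40% of the spot to cytoplasm intensity ratio, with at least 20 cells analyzed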;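 note: 0% = DMSO without peptide and 100% = 100 nM NTR1 peptide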
Target sequence (P30989 whole entry, looked up): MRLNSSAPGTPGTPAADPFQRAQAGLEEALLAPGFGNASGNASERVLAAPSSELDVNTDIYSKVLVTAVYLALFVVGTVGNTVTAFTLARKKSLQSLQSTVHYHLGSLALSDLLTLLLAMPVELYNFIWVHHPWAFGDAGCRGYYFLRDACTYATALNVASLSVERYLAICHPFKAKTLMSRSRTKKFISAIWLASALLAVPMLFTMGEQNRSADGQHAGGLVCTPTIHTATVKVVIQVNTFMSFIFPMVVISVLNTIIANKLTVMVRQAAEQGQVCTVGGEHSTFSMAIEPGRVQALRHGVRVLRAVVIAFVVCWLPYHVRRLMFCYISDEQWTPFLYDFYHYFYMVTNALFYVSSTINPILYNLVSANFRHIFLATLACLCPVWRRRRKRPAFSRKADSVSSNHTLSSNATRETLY
GPR35 antagonists: inhibition of zaprinast-stimulated GPR35 beta-arrestin translocation – imaging, U2OS, beta-arrestin-GFP, zaprinast agonist, primary screen (AID 2058); U2OS GPR35 beta-arrestin-GFP translocation imaging, zaprinast antagonism; higher % means a stronger effect; actives 0.052% (n = 290,000); one-dose inhibition, % at 10 µM; IC50 in µM for titrated hits;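 active = inhibition of at least 50% with at least 30 cells and total cytoplasm GFP at most 10,000,000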
T cell HTS: T cell immune modulation candidate; 2C CD8+ T cell-vesicle binding, flow cytometry; active compounds read low; actives 0.068% (n = 330,000); calls only at 7 µM;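 active = response, share of CD8 T cells binding vesicles, and their 90th percentile fluorescence all below set limits, cut at about 80% in these data, passing the limit was not always enough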
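Material: murine 2C transgenic CD8+ T lymphocytes / Also added: QL9-peptide-loaded Drosophila micro-vesicles bearing Ld, ICAM-1 and B7-1 / Schedule: binding step 1.5 h, 37 °C, antibody labelling 20 min, ice / Signal: flow cytometry, PE anti-B7-1 (FL2) versus Alexa647 anti-CD8 (FL8), PFA-fixed / Evaluation: percent CD8+ FL2 mean versus row control / Benchmarks: naked versus QL9-loaded vesicles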
LYP inhibition: inhibitors of LYP phosphatase, biochemical, fluorescence intensity, uHTS (AID 1779) | recombinant LYP phosphatase, fluorescence intensity; higher % means a stronger effect | inhibition, % at 11.5 µM, or IC50 in µM where a hit was titrated | actives 0.054% (n = 290,000); in the data active = inhibition above about 50%;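 note: plate controls were vehicle with enzyme for no effect and no enzyme for full effect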
Lipid droplet cells 6.5 µM: second read-out of Lipid droplet, no call of its own (marks repeat the call); cell count; measured here: cell count, cytotoxicity flag;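 cells counted across two imaged fields per well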
T cell HTS vesicle-bound %: also measured in T cell HTS; calls as there; double positive events, %; measured here: CD8+ vesicle-bound cell fraction;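 binding gate set so that unloaded-vesicle control wells show 10% double positive cells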
NTR1 ag cell count 20 µM: recorded beside NTR1 ag, whose call it bears; cell count; measured here: cell count, cytotoxicity flag
* = called active by the depositor; i = inactive; nt = no result given.

Short keys – A = Rac1 GTP hydrolysis; B = Large T inhibition; C = GPR55 antagonists; D = GPR55 beta-arrestin; E = Lipid droplet; F = Lipid droplet cells 6.5 µM; G = NTR1 ag; H = NTR1 ag cell count 20 µM; I = GPR35 antagonists; J = T cell HTS; K = T cell HTS vesicle-bound %; L = LYP inhibition
O=C1Cc2ccccc2C(c2c(Cl)cccc2Cl)N1 (stereo not given)
  A: 4% | B: 9% | C: -14% | D: -0.2% | E: 9 | F: 793 | G: -0.8 | H: 50 | I: 2% | J: i | K: 21 | L: -9%

COc1ccc(S(=O)(=O)Nc2ccc(S(=O)(=O)N(C)C)cc2)cc1[N+](=O)[O-]
  A: 1% | B: 7% | C: -9% | D: -0.2% | E: 1 | F: 612 | G: -1.0 | H: 67 | I: 17% | J: i | K: 38 | L: 2%

Cc1ccc(Nc2nc(N3CCOCC3)nc(N3CCOCC3)n2)cc1Cl
  A: 5% | B: 5% | C: -9% | D: -0.1% | E: -15 | F: 602 | G: 8.8 | H: 54 | I: -10% | J: i | K: 26 | L: 2%

COc1ccc(S(=O)(=O)Nc2ccc(Cl)cn2)c(C)c1C
  A: 9% | B: 4% | C: 1% | D: -0.2% | E: 11 | F: 686 | G: -0.9 | H: 83 | I: -2% | J: i | K: 29 | L: 3%

CC(C)CNS(=O)(=O)c1ccc(S(=O)(=O)N2CCN(C3CCCC3)CC2)cc1
  A: 8% | B: 11% | C: 8% | D: -0.1% | E: -5 | F: 808 | G: -2.0 | H: 41 | I: 12% | J: i | K: 15 | L: -8%

COc1ccc(C2=CC(c3cc(OC)c(OC)c(OC)c3)NC(=S)N2)cc1 (stereo not given)
  A: 20% | B: 12% | C: 3% | D: 0.3% | E: -16 | F: 741 | G: 1.7 | H: 70 | I: -12% | J: i | K: 40 | L: -5%

CC(=O)c1ccc(OCC(O)Cn2nnc3ccccc32)cc1 (stereo not given)
  A: -4% | B: 4% | C: -2% | D: 0.0% | E: nt | F: nt | G: 0.1 | H: 39 | I: 7% | J: i | K: 22 | L: -10%

CCOc1cc(S(=O)(=O)NCc2ccc3c(c2)OCO3)ccc1F
  A: 2% | B: 8% | C: -2% | D: -0.1% | E: 7 | F: 767 | G: 0.0 | H: 70 | I: -3% | J: i | K: 2 | L: 1%

Fc1cc(Br)cc(F)c1NC(=S)N1CCOCC1
  A: 8% | B: 4% | C: 11% | D: -0.1% | E: nt | F: nt | G: -0.4 | H: 50 | I: -3% | J: i | K: 8 | L: -8%

O=C(Cn1nnc(-c2ccccc2F)n1)Nc1cccc2ncccc12
  A: 12% | B: 5% | C: 14% | D: 0.4% | E: nt | F: nt | G: -0.7 | H: 58 | I: 32% | J: i | K: 27 | L: -8%

CC(OC(=O)c1ccc(-c2ccc([N+](=O)[O-])cc2)o1)C(=O)NC(N)=O (stereo not given)
  A: 12% | B: 7% | C: 12% | D: 0.3% | E: 19 | F: 714 | G: 0.0 | H: 58 | I: 1% | J: i | K: 33 | L: -5%

Nc1ccc(N2CCN(c3cccc(Cl)c3)CC2)cc1
  A: 21µM* | B: 12% | C: 15% | D: 0.1% | E: 16 | F: 682 | G: 1.5 | H: 69 | I: -2% | J: i | K: 49 | L: -3%

CCOc1ccc2nc(NC(=O)C3CCCN(S(=O)(=O)c4c(C)noc4C)C3)sc2c1 (stereo not given)
  A: 1% | B: nt | C: 0% | D: -0.1% | E: 48 | F: 656 | G: 1.9 | H: 54 | I: 0% | J: i | K: 64 | L: 5%

CC(C)(C)n1nnnc1C(c1cccnc1)N1CCN(C(=O)c2ccco2)CC1 (stereo not given)
  A: 6% | B: -4% | C: -3% | D: -0.3% | E: -2 | F: 760 | G: -0.4 | H: 43 | I: 0% | J: i | K: 48 | L: -2%

Cc1cc(C)c(NC(=S)NC(CO)(CO)CO)c(C)c1
  A: 7% | B: 19% | C: 0% | D: -0.3% | E: 21 | F: 691 | G: 1.0 | H: 56 | I: 8% | J: i | K: 28 | L: 1%

COC(=O)/C=C(\C)NC(=O)c1ccccc1Cl
  A: 0% | B: -6% | C: 3% | D: -0.2% | E: nt | F: nt | G: -0.3 | H: 81 | I: 1% | J: i | K: 29 | L: -10%

O=C(NCCCn1ccnc1)c1ccc(Cl)cc1
  A: 4% | B: 10% | C: 5% | D: 0.3% | E: -20 | F: 738 | G: -0.2 | H: 49 | I: -6% | J: i | K: 41 | L: -5%

O=C(O)c1cccc(NC2=C(n3nnc4ccccc43)C(=O)c3ccccc3C2=O)c1
  A: 10% | B: 24% | C: -7% | D: 0.2% | E: 2 | F: 696 | G: -0.1 | H: 65 | I: 0% | J: i | K: 33 | L: 0%

COCCOC(=O)/C(=C/c1ccc(OC(=O)c2ccccc2)cc1)C(C)=O
  A: -2% | B: 21% | C: -8% | D: 0.8% | E: 1 | F: 740 | G: -0.8 | H: 54 | I: -14% | J: i | K: 33 | L: 1%

COc1ccc(CCN2C(=O)CCC2(C)C(=O)NCc2cccnc2)cc1OC (stereo not given)
  A: 18% | B: -2% | C: 10% | D: -0.1% | E: -6 | F: 766 | G: 1.8 | H: 67 | I: 0% | J: i | K: 53 | L: -3%

CCOC(=O)C(C)N1C(=O)S/C(=C/c2cc(C)n(-c3ccccn3)c2C)C1=O (stereo not given)
  A: 5% | B: 0% | C: -3% | D: -0.2% | E: -4 | F: 722 | G: 0.0 | H: 66 | I: 1% | J: i | K: 31 | L: -5%

O=[N+]([O-])c1cccnc1Oc1ccccc1F
  A: -8% | B: 6% | C: 39% | D: 0.3% | E: 25 | F: 723 | G: 2.8 | H: 43 | I: 2% | J: i | K: 54 | L: -9%

O=C(Cn1cncn1)N/N=C/c1ccncc1
  A: -8% | B: 7% | C: -3% | D: 0.5% | E: -4 | F: 716 | G: 0.3 | H: 43 | I: 4% | J: i | K: 16 | L: -9%

Cc1ccc(NC(=S)N/N=C2\CC3CC=CC23)c(C)c1 (stereo not given)
  A: 1% | B: 29% | C: 11% | D: 0.1% | E: 14 | F: 816 | G: 2.4 | H: 40 | I: 4% | J: i | K: 32 | L: -3%

Cc1ccc(C2=NOC3(CC(=O)N(c4ccc(C)cc4)C3=O)C2)cc1 (stereo not given)
  A: 8% | B: 10% | C: -12% | D: -0.2% | E: 3 | F: 707 | G: -1.4 | H: 36 | I: 18% | J: i | K: 25 | L: -5%

5 entries from above, as comma-separated lines:
smiles,Rac1 GTP hydrolysis,Large T inhibition,GPR55 antagonists,GPR55 beta-arrestin,Lipid droplet,Lipid droplet cells 6.5 µM,NTR1 ag,NTR1 ag cell count 20 µM,GPR35 antagonists,T cell HTS,T cell HTS vesicle-bound %,LYP inhibition
CCOc1cc(S(=O)(=O)NCc2ccc3c(c2)OCO3)ccc1F,2%,8%,-2%,-0.1%,7,767,0.0,70,-3%,i,2,1%
Fc1cc(Br)cc(F)c1NC(=S)N1CCOCC1,8%,4%,11%,-0.1%,nt,nt,-0.4,50,-3%,i,8,-8%
O=C(Cn1nnc(-c2ccccc2F)n1)Nc1cccc2ncccc12,12%,5%,14%,0.4%,nt,nt,-0.7,58,32%,i,27,-8%
CC(OC(=O)c1ccc(-c2ccc([N+](=O)[O-])cc2)o1)C(=O)NC(N)=O (stereo not given),12%,7%,12%,0.3%,19,714,0.0,58,1%,i,33,-5%
Nc1ccc(N2CCN(c3cccc(Cl)c3)CC2)cc1,21µM*,12%,15%,0.1%,16,682,1.5,69,-2%,i,49,-3%

The results go on.
Short keys – A = Rac1 GTP hydrolysis; B = Large T inhibition; C = GPR55 antagonists; D = GPR55 beta-arrestin; E = Lipid droplet; F = Lipid droplet cells 6.5 µM; G = NTR1 ag; H = NTR1 ag cell count 20 µM; I = GPR35 antagonists; J = T cell HTS; K = T cell HTS vesicle-bound %; L = LYP inhibition
CC(Sc1nncs1)C(=O)NC1CCCCC1C (stereo not given)
  A: 10% | B: 8% | C: 2% | D: -0.1% | E: 24 | F: 784 | G: 1.8 | H: 46 | I: -11% | J: i | K: 38 | L: -7%

O=C(NCCc1ccccc1)C1CCN(Cc2cccc3ccccc23)CC1
  A: 4% | B: -5% | C: -16% | D: -0.1% | E: 2 | F: 862 | G: 1.5 | H: 61 | I: -2% | J: i | K: 41 | L: -7%

Cc1cc(C)n(-c2nc3sc4c(c3c3nnc(SCC(N)=O)n23)CC(C)(C)OC4)n1
  A: 2% | B: -3% | C: 13% | D: -0.3% | E: 3 | F: 784 | G: nt | H: nt | I: -8% | J: nt | K: nt | L: 0%

CCOC(CNC(=O)CN1C(=O)COc2ccc(S(=O)(=O)N3CCOCC3)cc21)OCC
  A: 5% | B: 12% | C: 14% | D: -0.1% | E: 3 | F: 729 | G: -0.2 | H: 32 | I: 12% | J: i | K: 7 | L: 2%

COc1ccc(OCc2cc(C(=O)N3CCCC(OC)C3)no2)c2ccccc12 (stereo not given)
  A: 10% | B: 20% | C: 4% | D: 0.3% | E: -3 | F: 818 | G: 1.2 | H: 50 | I: -10% | J: i | K: 64 | L: 0%

COc1cc(Cn2c(N)c(C#N)c3nc4ccccc4nc32)cc(OC)c1
  A: 4% | B: 16% | C: 10% | D: -0.1% | E: nt | F: nt | G: -0.4 | H: 80 | I: 2% | J: i | K: 37 | L: 4%

COc1ccc(NC(C)=O)cc1NC(=O)c1ccc(Cl)cc1
  A: -7% | B: 28% | C: 18% | D: 0.0% | E: 5 | F: 696 | G: 0.0 | H: 50 | I: -5% | J: i | K: 53 | L: -4%

O=C(CCCOc1ccccc1)NN1C(=O)NC2(CCCCC2)C1=O
  A: 4% | B: 13% | C: nt | D: nt | E: nt | F: nt | G: 0.2 | H: 73 | I: nt | J: i | K: 40 | L: nt

N#CCSc1nc2ccc(N3CCOCC3)cc2c(=O)n1CCc1ccccc1
  A: 7% | B: 22% | C: 0% | D: -0.1% | E: -2 | F: 759 | G: 4.0 | H: 77 | I: -6% | J: i | K: 27 | L: 1%

O=C(Nc1ccccc1C(=O)O)c1cc(S(=O)(=O)N2CCOCC2)c(Br)s1
  A: 3% | B: 11% | C: -1% | D: 0.2% | E: 0 | F: 856 | G: 2.7 | H: 56 | I: 4% | J: i | K: 32 | L: -9%

CC1(C)Cc2cccc(OCC(O)CNCc3ccccn3)c2O1 (stereo not given)
  A: -7% | B: 14% | C: 19% | D: 0.3% | E: nt | F: nt | G: -1.7 | H: 32 | I: 2% | J: i | K: 32 | L: -7%

From PubChem
